PMI inhibitors: inhibitors of human PMI, primary screen, biochemical, fluorescence intensity, coupled assay (AID 1209). inhibition, % at 20 µM, or IC50 in µM where a hit was titrated. 0.42% of 190,000 active. purified PMI enzyme, coupled fluorescence intensity; higher % means a stronger effect;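 note: plate controls were DMSO vehicle for no effect and wells lacking substrate for full effect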
KOR beta-arrestin-1: kappa opioid receptor blockers – cell-based, luminescence, uHTS (AID 1778); one-dose inhibition, % at 10 µM; IC50 in µM for titrated hits; 0.091% of 290,000 active; KOR beta-arrestin recruitment, luminescence, antagonist mode; higher % means a stronger effect; note: strong numbers were not always called active
NOD1 NF-kB reporter: inhibition of NOD1-driven NF-kB reporter – cell-based, luminescence, uHTS, primary screen (AID 1578). 1% of 290,000 active. one-dose inhibition, % at 4 µM; EC50 in µM for titrated hits. NOD1-driven NF-kB luciferase reporter cells, luminescence; higher % means a stronger effect; in the data active = inhibition mostly above about 36%, no sharp cut-off; inactive = mostly below about 34%;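 note: HEK-293T reporter cells stimulated with the NOD1 agonist gamma-tri-DAP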
LYP phosphatase: PTPN22 lymphoid phosphatase activity blockers – biochemical, fluorescence intensity, uHTS (AID 1779); recombinant LYP phosphatase, fluorescence intensity; higher % means a stronger effect; one-dose inhibition, % at 11.5 µM; IC50 in µM for titrated hits; 0.054% of 290,000 active;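 note: plate controls were vehicle with enzyme for no effect and no enzyme for full effect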
HEK293 NOD2/NF-kB: NOD2 signaling inhibitors, cell-based, luminescence, uHTS, HEK293 (AID 1566); HEK293 NOD2/NF-kB luciferase reporter, luminescence; higher % means a stronger effect; one-dose inhibition, % at 4 µM; EC50 in µM for titrated hits; 0.63% of 290,000 active; note: many of its hits are not listed in these tables
XIAP displacement: small molecules displacing peptide from XIAP – biochemical, IAP family, fluorescence polarization (AID 1018); 0.007% of 200,000 active; XIAP BIR domain, fluorescence polarization peptide displacement; higher % means a stronger effect; displacement, % at 20 µM, or IC50 in µM where a hit was titrated; in the data active = displacement above about 50%; note: a part of the inactive calls stands beside numbers as strong as those of hits
KOR beta-arrestin-2: KOR agonists, beta-arrestin recruitment, primary screen, cell-based, luminescence, uHTS (AID 1777). one-dose activation, % at 10 µM; EC50 in µM for titrated hits. KOR beta-arrestin recruitment, luminescence; higher % means a stronger effect. 0.02% of 280,000 active; in the data active = activation above about 50%, passing the limit was not always enough; note: a part of the inactive calls stands beside numbers as strong as those of hits
TNAP activation fold: human TNAP enzyme activators, primary screen, biochemical, luminescent, no phosphate acceptor, uHTS (AID 1001) | purified TNAP, luminescent activation assay, no phosphate acceptor; higher activation fold means a stronger effect | activation fold at 20 µM, or EC50 in µM where a hit was titrated | 0.03% of 200,000 active; in the data active = activation fold from about 3, or a potency from the dose series; inactive = the rest, 99 in 100 with activation fold below about 1.6; note: many of its hits are not listed in these tables
PMI inhibition: MPI inhibition at elevated mannose 6-phosphate – biochemical, fluorescence intensity, high mannose 6-phosphate, primary screen (AID 1220). recombinant PMI enzyme, coupled fluorescence intensity; higher % means a stronger effect. inhibition, % at 20 µM, or IC50 in µM where a hit was titrated. 0.66% of 190,000 active
* hit, by the source's call; . = not tested or not shown; [ ] = another dose, or the depositor's remark. Cut-off read from the data, not from the text of the source, unless noted: active = inhibition above about 50%; inactive = the rest. Only part of the results is shown; count on the stated rates, not on these rows.

SMILES | PMI inhibitors | KOR beta-arrestin-1 | NOD1 NF-kB reporter | LYP phosphatase | HEK293 NOD2/NF-kB | XIAP displacement | KOR beta-arrestin-2 | TNAP activation fold | PMI inhibition
CCNC(=S)NS(=O)(=O)c1ccc(C)cc1 | 0% | -27% | -14% | -7% | 12% | 0.0% | -5.4% | 1.1 | -10%
N#C/C(=C\c1ccc(C(=O)O)cc1)S(=O)(=O)c1cc(Br)ccc1Br | -10% | 0% | -31% | 2% | 8% | -6.0% | 1.7% | 1.1 | -2%
O=C(COc1ccc(Br)cc1)Nc1ccc2oc(=O)ccc2c1 | . | -22% | -20% | -8% | 11% | . | 0.7% | . | .
O=C(OCn1nnc2ccccc2c1=O)c1ccc(O)cc1 | 9% | 5% | -26% | -1% | 6% | -2.8% | -3.8% | 1.1 | 5%
COc1cccc2c1OC1(C)CC2/C(=C(\C)O)C(=O)N1 (stereo not given) | -3% | -12% | -21% | 2% | 8% | -2.1% | 4.4% | 1 | -6%
CC(=O)N(CCC(Cc1ccccc1)c1ccc2c(c1)OCO2)Cc1ccccc1F (stereo not given) | 14% | 20% | 5% | 7% | -2% | 4.0% | 1.3% | 1.1 | 5%
CC(=O)Nc1ccc(C(=O)CN2C(=O)CSC2=O)cc1 | . | -31%[20 µM] | -24% | -10% | 6% | . | -2.3% | . | .
Cc1noc(C)c1COc1ccc(C(=O)OCC(=O)NC23CC4CC(CC(C4)C2)C3)cc1 | 14% | 15% | -29% | -2% | 11% | -4.1% | -3.4% | 1 | 16%
Cc1ccc(N2C(=O)CSC2c2cccnc2)c(Cl)c1 (stereo not given) | . | 11% | 18% | -11% | -9% | . | 2.2% | . | .
Cc1ccc(NC(=O)NC2CCCN2S(=O)(=O)c2ccc(Cl)cc2)cc1 (stereo not given) | 9% | -39% | 5% | -3% | 3% | 3.9% | 1.5% | 1.2 | 5%
COc1ccc(CCN2C(=O)c3[nH]nc(-c4ccccc4O)c3C2c2cccc(Cl)c2)cc1 (stereo not given) | 26% | 6% | 12% | 10% | -22% | -5.8% | -0.2% | 1.1 | 18%
O=C(c1ccc(CN2CCOCC2)cc1)N1CCN(c2cccc(Cl)c2)CC1 | 10% | -9% | -20% | -10% | 8% | -19% | -0.5% | 1 | 10%
Cc1cccc2cc(CN(Cc3cccs3)C(=S)NCc3ccco3)c(=O)[nH]c12 | 15% | 1% | -8% | 2% | 8% | -5.7% | -2.9% | 1.1 | 4%
Cn1nc(C(C)(C)C)cc1NC(=O)Nc1ccc(Cl)cc1 | . | 5% | -9% | 0% | -3% | . | 2.2% | . | .
COc1ccc(NC(=S)Nc2cc(C)[nH]n2)cc1Cl | . | 37% | -1% | -5% | -81% | . | -0.2% | . | .
O=[N+]([O-])c1ccc2[nH]cc(S(=O)(=O)N3CCN(c4cccc(Cl)c4)CC3)c2c1 | . | -25% | -16% | -8% | -6% | . | 0.5% | . | .
Cc1ccc(C(=O)N2CCCCC2)cc1S(=O)(=O)N1CCCCCC1 | . | 8% | -42% | -6% | 5% | . | -2.1% | . | .
CC(C)(C)c1nc2scc(-c3ccc(Br)cc3)c2c(=O)o1 | -2% | 13% | -1% | -1% | 14% | -4.9% | -3.2% | 1.1 | -1%
O=C(Nc1ccc(C(=O)O)cc1)/C(=C\c1ccco1)NC(=O)c1ccco1 | . | 1% | -7% | -2% | -17% | . | -1.7% | . | .
Cc1ccc(NC2CCCN(C(=O)Cc3nonc3C)C2)cc1C (stereo not given) | . | -31% | -2% | -6% | 24% | . | 6.0% | . | .
Cc1ccc(C(=O)CSc2cnc3ccccc3n2)cc1C | 10% | -21% | 11% | -7% | 36% | -7.1% | -2.3% | 1 | 7%
COc1ccc(S(=O)(=O)NCCN2CCOCC2)cc1Br | . | 0% | -20% | -10% | -3% | . | -0.5% | . | .
COc1cc(NC(=O)CN(C)CCOc2ccccc2)c(C)cc1[N+](=O)[O-] | . | 1% | -8% | -2% | 2% | . | -2.0% | . | .
COc1cccc(NC(=O)CN2C(=O)C3(OCCCO3)c3ccccc32)c1 | 1% | -4% | -11% | 3% | 0% | -2.4% | -3.4% | 1.1 | -3%
CC1Cc2cc(S(=O)(=O)NCCc3ccccc3)ccc2N1C(=O)C1CC1 (stereo not given) | . | -7% | 13% | -5% | -7% | . | -2.4% | . | .

Reprinted from the part before: 5 compounds, followed by the next part.
SMILES | PMI inhibitors | KOR beta-arrestin-1 | NOD1 NF-kB reporter | LYP phosphatase | HEK293 NOD2/NF-kB | XIAP displacement | KOR beta-arrestin-2 | TNAP activation fold | PMI inhibition
Cc1ccc(C(=O)CSc2cnc3ccccc3n2)cc1C | 10% | -21% | 11% | -7% | 36% | -7.1% | -2.3% | 1 | 7%
COc1ccc(S(=O)(=O)NCCN2CCOCC2)cc1Br | . | 0% | -20% | -10% | -3% | . | -0.5% | . | .
COc1cc(NC(=O)CN(C)CCOc2ccccc2)c(C)cc1[N+](=O)[O-] | . | 1% | -8% | -2% | 2% | . | -2.0% | . | .
COc1cccc(NC(=O)CN2C(=O)C3(OCCCO3)c3ccccc32)c1 | 1% | -4% | -11% | 3% | 0% | -2.4% | -3.4% | 1.1 | -3%
CC1Cc2cc(S(=O)(=O)NCCc3ccccc3)ccc2N1C(=O)C1CC1 (stereo not given) | . | -7% | 13% | -5% | -7% | . | -2.4% | . | .
O=C(O)/C=C/C(=O)NNC(=O)c1ccccc1Br | -1% | -38% | 1% | -7% | 0% | 1.6% | 18% | 0.9 | -18%
CC1(C)CC(=O)C(C=NCCN2CCN(C3CC(=O)N(c4ccc(F)cc4)C3=O)CC2)=C(O)C1 (stereo not given) | -1% | -50%[20 µM] | -13% | -4% | -1% | -2.7% | -0.5% | 1 | 4%
O=C(O)c1cc(S(=O)(=O)N2CCCc3ccccc32)ccc1Cl | . | -11% | -2% | -1% | 5% | . | 0.1% | . | .
COCCNC(=O)c1ccc2c(c1)nc(C)n2-c1cc(OC)c(OC)c(OC)c1 | -1% | 14% | 4% | -6% | -38% | 0.3% | 0.2% | 1.1 | -2%
CC1CC(c2ccccc2)NS(=O)(=O)O1 (stereo not given) | . | -19%[20 µM] | 7% | -14% | 2% | . | -5.5% | . | .
O=C(NCc1ccncc1)Nc1ccccc1 | 0% | -13% | 2% | -8% | -2% | -12% | -7.7% | 1.2 | 1%
Cc1ccc2nc(/C(C#N)=C\c3cc(O)ccc3[N+](=O)[O-])[nH]c2c1 | 9% | -10% | -23% | 0% | 13% | -3.4% | -3.8% | 1 | 39%
C=CCn1c(=O)/c(=C\c2ccsc2)s/c1=C(/C#N)C(=O)NCCN1CCOCC1 | 16% | 10% | -34% | 1% | 4% | 1.4% | 0.6% | 1 | 13%
Clc1ccccc1N/N=C/c1ccc2c(c1)OCO2 | -13% | 15% | -86% | -3% | -67% | 0.1% | 2.5% | 1.1 | -12%
COc1cc(OC)c(-n2cc(-c3ccc(Cl)cc3)[nH]c2=O)cc1Cl | -13% | -86% | 22% | -6% | 17% | -6.8% | 2.2% | 1.1 | 28%
Cc1cc(C)n(-c2cccc(C(=O)O)c2)n1 | 12% | -32% | -31% | -7% | 19% | -6.4% | -1.6% | 1.1 | -3%
CN1CCN(S(=O)(=O)CC2(C)C3CCC2(C)C(=O)C3Br)CC1 (stereo not given) | . | 17% | -12% | -8% | 12% | . | 0.3% | . | .
CCS(=O)(=O)NCc1csc(C)n1 | 3% | -11% | -13% | 4% | 15% | -2.6% | -3.4% | 1.1 | 2%
COC(=O)CCCC(=O)NCC1(N(C)Cc2ccccc2)Cc2ccccc2C1 | . | -37%[20 µM] | -5% | -7% | 7% | . | 2.3% | . | .
C[N+]1(CCN2C(=O)C3CC=C(Cl)CC3C2=O)CCOCC1 (stereo not given) | 3% | 13% | -19% | -4% | -3% | -2.9% | -4.6% | 1 | 1%
CCOc1ccc(-c2csc(NC(=O)c3cccc(N4C(=O)CCC4=O)c3)n2)cc1 | . | 0% | 2% | -8% | 16% | . | 0.7% | . | .
N#Cc1c(NC(=O)CCN2C(=O)c3ccccc3C2=O)oc(-c2ccccc2)c1-c1ccccc1 | -1% | -14% | . | 3% | -1% | -4.3% | 2.0% | 1 | 4%
Cc1c(C2C(C#N)=C(N)N(c3cccc([N+](=O)[O-])c3)C3=C2C(=O)CCC3)cnn1C (stereo not given) | 2% | -25%[20 µM] | -10% | -6% | 9% | -6.9% | . | 1.1 | 8%
CC(=O)c1sc(N/N=C\c2ccccc2O)nc1C | . | -82%[20 µM] | -63% | 1% | -177% | -0.7% | . | 2 | .
N#CC1=C(N)C(C#N)(C#N)C(c2ccncc2)C2CN(C(=O)OCc3ccccc3)CC=C12 (stereo not given) | -9% | 5% | -32% | -4% | -3% | -3.5% | -5.2% | 1.1 | -2%
O=C(CCc1ccccc1)NNC(=O)Nc1cccc(Cl)c1 | . | 27% | -18% | -11% | 7% | . | 0.0% | . | .
COc1cccc(CNC(=O)CS(=O)(=O)Cc2nc(-c3ccc(C)cc3)oc2C)c1OC | . | 2%[20 µM] | 15% | -8% | 44% | . | -3.8% | . | .
CCC(C)NS(=O)(=O)c1ccc(NS(=O)(=O)c2ccc(F)cc2)cc1 (stereo not given) | 4% | 3% | -4% | 0% | -13% | -5.8% | 3.5% | 1.1 | 0%
CC(C)N(C)C1CCN(C(=O)Nc2ccc(Cl)c(Cl)c2)CC1 | -1% | 6% | -25% | -2% | 19% | -2.7% | 5.2% | 1.1 | -2%
COc1cccc(-c2nc(CS(=O)(=O)CC(=O)NCCc3ccc(OC)c(OC)c3)c(C)o2)c1 | . | -29% | 7% | -13% | 18% | . | -2.8% | . | .
(more compounds)
SMILES | PMI inhibitors | KOR beta-arrestin-1 | NOD1 NF-kB reporter | LYP phosphatase | HEK293 NOD2/NF-kB | XIAP displacement | KOR beta-arrestin-2 | TNAP activation fold | PMI inhibition
CCOc1ccc(CN2CCNC(=O)C2CC(=O)N(C)CC2CCOCC2)cc1 (stereo not given) | . | 0% | -28% | -8% | -6% | . | 4.5% | . | .
COCC(C)n1c(C)cc(C(=O)COC(=O)/C=C/c2cccc(F)c2)c1C (stereo not given) | 6% | 7% | -8% | 1% | -20% | -6.2% | -8.6% | 1.2 | 5%
COc1ccccc1NC(=O)N1CCCC1C(=O)Nc1nnc(C(C)C)s1 (stereo not given) | -4% | -18% | -17% | -8% | 5% | -2.2% | -6.5% | 1.1 | -6%
CCCN1CCC(NC(=O)Cc2ccccc2C)CC1 | . | -8% | -37% | -3% | -8% | . | -0.4% | . | .
O=C(CCCN1C(=O)CCC1=O)Nc1cccc(C(F)(F)F)c1 | 9% | 12% | -13% | -7% | 9% | -0.7% | -0.5% | 1.1 | 3%
O=C(Cc1ccccc1)Nc1ccccc1N1CCCC1 | 2% | 0% | -23% | -6% | -3% | -5.7% | 1.2% | 1 | 10%
COC(=O)c1sc(S(=O)(=O)Nc2ccc3cn[nH]c3c2)c(C(=O)OC)c1C | 0% | 17% | 0% | -9% | 10% | -7.8% | -3.6% | 1.1 | -12%
COc1cc(OC)cc(C(=O)NC(=S)NCCc2ccccc2)c1 | 14% | 3% | . | -6% | 4% | -2.0% | 2.4% | 1.1 | 7%
Cc1ccc(OCC(=O)Nc2ccccc2N2CCCC2)c(C)c1 | . | -45%[20 µM] | 22% | 1% | 14% | -9.0% | . | 1.1 | .
CN(C)C(=O)c1cn(-c2ccccc2)nc1-c1cc2ccccc2o1 | -59% | -49%[20 µM] | 6% | -5% | 10% | -15% | 4.5% | 1.1 | -147%
CCOc1ccc(OCc2ccc(C(=O)N(C)c3ccccc3)o2)cc1 | . | -46%[20 µM] | 13% | -6% | 13% | . | -1.5% | . | .
